# High-throughput results (PubChem BioAssay)
# E coli Lon inh: inhibits E. coli Lon protease. hit rate 0.42% among 360,000. purified E. coli Lon protease, fluorescence polarization. P0A9M0. inhibition, % at 7.94 µM; in the data active = inhibition above about 13%, passing the limit was not always enough;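 note: 0% = enzyme with probe and DMSO and 100% = no enzyme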
# Neddyl block: blocks human cullin neddylation; calls only at 25 µM; TR-FRET cullin neddylation, biochemical; hit rate 0.58% among 360,000; P61081+Q13564; in the data active = inhibition above about 36%
# MsrA act: activators of bovine methionine sulfoxide reductase A; activation, % at 10.6 µM; purified bovine MsrA, absorbance read-out; hit rate 0.3% among 360,000; in the data active = activation above about 7.5%;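 note: 0% = vehicle and 100% = reference activator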
# FAS-TE inh: inhibitors of human fatty acid synthase thioesterase domain | AID 602261 | inhibition, % at 15 µM | recombinant FAS-TE, OMFH fluorogenic substrate, fluorescence endpoint | hit rate 0.67% among 360,000;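 active = compounds whose normalised, plate-corrected inhibition of enzyme fluorescence in the single-dose primary screen is 50% or more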;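 note: 0% = DMSO with enzyme and 100% = substrate without enzyme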
# Rin1 Abl inh: blocks binding of human Rin1 to Abl; hit rate 0.4% among 360,000; TR-FRET Rin1/Abl binding, biochemical; inhibition, % at 7.35 µM; P00519+Q13671; in the data active = inhibition above about 5%, passing the limit was not always enough
# CendR NRP1 mod: alters CendR peptide binding to human NRP-1. hit rate 0.85% among 360,000. O14786. FAM-RPARPAR peptide binding to NRP-1, fluorescence polarization. inhibition, % at 25 µM;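 active = inhibition or corrected inhibition above about 18%, plus a signal ratio from 0.5 to 1.5, limit read from the data, passing the limit was not always enough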; note: strong numbers were not always called active
# PABP1 MLLE inh: blocks PAM2 peptide binding to the PABP1 MLLE domain; hit rate 0.36% among 360,000; inhibition, % at 20 µM; GST-MLLE / FITC-PAM2 fluorescence polarization; in the data active = inhibition above about 35%, passing the limit was not always enough;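 note: plate controls were DMSO wells with GST-MLLE for no effect and wells lacking GST-MLLE protein for full effect; some results filed as inactive read as strong as hits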
# Target sequence (P11940 whole entry, looked up, the tested form may be a part): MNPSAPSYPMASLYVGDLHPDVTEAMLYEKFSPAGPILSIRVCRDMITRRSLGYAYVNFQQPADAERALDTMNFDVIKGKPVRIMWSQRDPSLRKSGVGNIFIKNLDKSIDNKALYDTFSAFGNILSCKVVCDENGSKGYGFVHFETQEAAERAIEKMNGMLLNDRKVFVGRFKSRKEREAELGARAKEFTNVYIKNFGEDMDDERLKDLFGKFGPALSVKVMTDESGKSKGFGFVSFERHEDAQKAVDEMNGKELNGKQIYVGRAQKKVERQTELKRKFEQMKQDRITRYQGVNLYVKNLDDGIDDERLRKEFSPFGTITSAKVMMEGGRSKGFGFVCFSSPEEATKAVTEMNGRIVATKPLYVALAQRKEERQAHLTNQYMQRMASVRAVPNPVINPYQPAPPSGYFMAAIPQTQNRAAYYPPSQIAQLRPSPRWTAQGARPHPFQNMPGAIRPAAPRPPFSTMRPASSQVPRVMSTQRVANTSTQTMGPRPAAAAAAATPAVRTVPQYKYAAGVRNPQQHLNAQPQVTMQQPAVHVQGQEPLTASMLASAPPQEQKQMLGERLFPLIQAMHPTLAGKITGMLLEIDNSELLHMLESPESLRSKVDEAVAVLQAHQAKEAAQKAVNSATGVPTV
# MT1-MMP act inh: blocks activation of human MT1-MMP. P50281. HT1080 RFP-PRO-GFP cells, GFP/RFP ratio fluorescence, overnight; percent of plate control window, DMSO zero. GFP/RFP ratio change, % at 20 µM. hit rate 0.061% among 360,000. AID 651647;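 active = GFP/RFP ratio change of at least 30% with cell ATP level not reduced by more than half and red fluorescence within 50% of control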; note: strong numbers were not always called active
#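 Material – HT1080 RFP-PRO-GFP cells · Control set – DMSO wells and RFP-L50D-GFP cells · Incubation – overnight cell settling, then overnight compound exposure, 37 °C, 5% CO2 · Compound dosing – single-point 20 µM compound, 1% DMSO · Read-out – GFP/RFP fluorescence ratio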
# SKN-1 inh: C. elegans SKN-1 inhibition. hit rate 0.49% among 360,000. C. elegans VP596 Pgst-4::GFP/RFP ratio, acrylamide-induced, 24 h. AID 624304. inhibition, % at 21.8 µM;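 active = interference check ratio from 0.5 to 1.5 plus GFP to RFP signal ratio inhibition reaching or exceeding a fixed threshold, cut at about 30% in these data, passing the limit was not always enough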; note: some compounds called inactive have numbers as strong as hits
# Starred values were filed as active, the others as inactive; i = inactive; · = not tested or not shown.
SMILES,E coli Lon inh,Neddyl block,MsrA act,FAS-TE inh,Rin1 Abl inh,CendR NRP1 mod,PABP1 MLLE inh,MT1-MMP act inh,SKN-1 inh
C/C(=N/NC(=O)c1ccc2c(c1)OCO2)c1ccc(Br)s1,4.8,i,-3.6,-1.3,-6.8,4.4,-5.8,2.7,-4.7
O=C(NCc1ccco1)c1cc(Cl)nc(Cl)c1,-4.0,i,-3.8,-1.1,3.9,9.3,-1.3,0.6,-12.0
CCOC(=O)/C=C1\SCC(=O)N1CC(=O)Nc1ccc(OC)c(OC)c1,-8.2,i,-11.6,-16.0,2.4,-7.5,-17.5,-4.7,-7.0
Cc1cc(=O)n2c(n1)OC(CO)C2 (stereo not drawn),1.9,i,0.2,-6.5,0.6,13.8,1.0,0.7,11.9
CCOc1ccccc1NS(=O)(=O)c1ccc2c(c1)n(C)c(=O)c(=O)n2C,-2.3,i,-1.6,-4.2,0.1,1.1,-8.4,2.8,4.9
CC1=CC(c2ccccc2)=NS(=O)(=O)N1,-5.3,i,-3.6,-8.5,-3.5,3.1,-1.6,2.0,15.8
O=C1CC(N2CCC(c3nc4ccccc4[nH]3)CC2)C(=O)N1c1cccc(F)c1 (stereo not drawn),-4.8,i,-9.6,-4.1,2.2,11.5,4.3,13.6,-2.5
CC(C)COC(=O)N(C)C[C@H]1OCc2cnnn2CCCC(=O)N([C@@H](C)CO)C[C@H]1C,13.1,i,0.4,-5.0,2.2,-1.3,8.1,-2.4,8.1
O=C(CSCc1ccccc1Cl)NN=C1CCCCCC1,0.1,i,-1.7,1.3,0.1,-8.0,10.0,-2.1,16.6
Cc1ccc(NS(=O)(=O)c2cccc([N+](=O)[O-])c2)nc1,-8.1,i,-3.1,3.1,1.2,14.5,7.3,1.7,2.6
COc1ccc(NC(=O)COc2ncnc3ccccc23)cc1S(=O)(=O)N1CCOCC1,-3.7,i,-6.3,-2.9,-3.0,9.5,-7.8,0.8,10.9
CCCCCCCCN1C(=O)[C@H](CC(=O)NCc2cccc(C(F)(F)F)c2)C[C@@]2(C(=O)OC)CC(C)(C)CC=C12,·,i,·,·,·,0.7,·,-11.8,-18.6
Cn1c(CCNC(=O)c2ccc(Cl)c(Cl)c2)nnc1SCc1ccc(Cl)c(Cl)c1,1.4,i,-2.7,43.7,-0.5,0.0,-1.4,7.7,-11.4
Cn1cccc1C(=O)OCC(=O)N1CCN(c2ccccc2)CC1,-1.5,i,-3.2,-7.0,-2.1,-1.1,-40.2,0.7,1.0
CC(=O)Nc1ncnc2c1c(-c1ccc(Cl)cc1)nn2C(C)(C)C,-2.5,·,-1.6,2.9,1.8,0.0,-2.0,-4.3,1.5
Cc1cccc(N2CCN(Cc3nc(-c4cccc(Oc5ccccc5)c4)oc3C)CC2)n1,7.8,i,-9.1,14.5,-2.5,-0.5,-4.8,4.2,4.3
CCCCN1C(=O)C(CC(=O)NCCCN(C)C)CC(C(=O)N(C)C)=C1C (stereo not drawn),-11.1,i,-2.4,-11.2,-4.8,-5.1,0.9,3.1,-5.1
CCOC(=O)Cc1csc(NC(=O)COc2ccccc2OC)n1,1.7,i,-4.4,-8.4,-0.9,-2.6,-8.3,5.9,-7.3
Nc1nc(-c2cccnc2)nn1C(=O)Cc1ccccc1,6.2,i,-1.0,-3.5,-1.5,-11.7,2.0,-0.8,-9.0
CCN1C(=O)[C@@H]2[C@H](C1=O)[C@@H]1C(=O)Nc3ccccc3C(=O)N1[C@@H]2c1ccccc1,-0.4,i,-2.2,-9.5,1.5,9.7,4.6,2.4,7.2
CCc1ccccc1NC(=O)CSc1nnc([C@@H]2CCCN2C(=O)OC(C)(C)C)o1,-4.2,i,0.5,-2.7,-5.0,1.8,13.2,-1.3,6.7
CCCNC(=O)c1cc(C2CCCCN2C(=O)c2ccc(NC(C)=O)cc2)on1 (stereo not drawn),-2.0,i,-1.2,-2.8,-2.4,-1.9,6.0,8.0,-0.8
COc1ccc(NC(=O)COC(=O)CC23CC4CC(CC(C4)C2)C3)c([N+](=O)[O-])c1,-5.2,i,-3.4,31.0,-2.5,6.1,-0.9,9.1,4.2
Cc1ccc(-c2nnn(CC(=O)NCC3CC3)n2)o1,-4.4,i,-3.2,-5.7,3.6,-4.4,6.7,0.9,-7.3
CNS(=O)(=O)c1ccc(OC)c(-c2nnc3c4ccccc4c(C)nn23)c1,-4.9,i,4.0,-9.1,0.5,-13.1,14.6,-1.6,-2.8

# Complete entries, looked up by structure.
# O=C1CC(N2CCC(c3nc4ccccc4[nH]3)CC2)C(=O)N1c1cccc(F)c1 (stereo not drawn) is listed with E coli Lon inh = -4.8; Neddyl block = i; MsrA act = -9.6; FAS-TE inh = -4.1; Rin1 Abl inh = 2.2; CendR NRP1 mod = 11.5; PABP1 MLLE inh = 4.3; MT1-MMP act inh = 13.6; SKN-1 inh = -2.5
# Nc1nc(-c2cccnc2)nn1C(=O)Cc1ccccc1 is listed with E coli Lon inh = 6.2; Neddyl block = i; MsrA act = -1.0; FAS-TE inh = -3.5; Rin1 Abl inh = -1.5; CendR NRP1 mod = -11.7; PABP1 MLLE inh = 2.0; MT1-MMP act inh = -0.8; SKN-1 inh = -9.0
# COc1ccc(NC(=O)COC(=O)CC23CC4CC(CC(C4)C2)C3)c([N+](=O)[O-])c1 is listed with E coli Lon inh = -5.2; Neddyl block = i; MsrA act = -3.4; FAS-TE inh = 31.0; Rin1 Abl inh = -2.5; CendR NRP1 mod = 6.1; PABP1 MLLE inh = -0.9; MT1-MMP act inh = 9.1; SKN-1 inh = 4.2

# Carrying on:
SMILES,E coli Lon inh,Neddyl block,MsrA act,FAS-TE inh,Rin1 Abl inh,CendR NRP1 mod,PABP1 MLLE inh,MT1-MMP act inh,SKN-1 inh
COc1ccc(NC(=O)CSc2nnc(-c3ccccn3)n2N)c(OC)c1,-2.3,i,-8.2,-9.0,0.1,7.7,9.5,-6.2,-6.4
Cc1ccccc1-n1c(SCC(=O)N2CCC(C(=O)O)CC2)nnc1-c1ccncc1,9.9,i,-0.6,-3.2,-1.6,-1.9,6.0,-3.1,0.2
Cc1ccc(S(=O)(=O)c2nnn3c2nc(N2CCN(c4ccccn4)CC2)c2ccccc23)cc1,6.0,i,-4.5,65.9*,-2.0,3.9,-4.2,-3.9,8.1
Cc1ccc(S(=O)(=O)N2CCC[C@H]2C(=O)OCC(=O)Nc2ccc3c(c2)OCO3)cc1,-6.9,i,-2.5,13.7,4.5,7.8,-1.9,-3.4,-15.9
COc1ccccc1CNC(=O)N/C=C/c1ccc(Cl)cc1,2.6,i,-3.3,-0.8,0.8,5.4,-4.3,-6.6,-0.5
COc1cccc(NC(=O)CN(C)CC(=O)NC(C)c2ccccc2)c1 (stereo not drawn),1.0,i,-4.5,-2.5,-3.5,-4.0,13.2,-1.8,-2.0
Cc1cc2c(cc3c(=O)n(CC(=O)NCCCN4CC(C)CC(C)C4)ncn32)s1 (stereo not drawn),-4.6,i,0.1,0.7,-3.1,1.3,7.1,2.1,-3.7
CCc1ccccc1NC(=O)c1cc2sccc2n1C,-0.2,i,-4.0,8.9,2.1,-4.8,0.3,-0.1,1.1
Cn1c(SCc2ccccc2C#N)nc2ccccc2c1=O,-6.7,i,-1.7,18.1,2.2,-16.4,-23.2,-9.4,14.3
Nc1ccc(-c2cc(NC=O)c3ncc(-c4cccc(C(F)(F)F)c4)n3c2)cn1,-23.8,i,-5.8,17.2,-0.1,-50.4,-54.7,-6.5,15.5
CC(C)(C)OC(=O)C[C@@H]1C/C=C\C[C@@H](CC(=O)N(CCO)Cc2ccccc2)C(=O)N[C@H](Cc2c[nH]c3ccccc23)COC1=O,4.7,i,-4.3,1.1,4.9,-1.9,-2.5,-0.3,7.8
Cn1c(C(=O)O)c(CC(=O)NCC2COc3ccccc3O2)c2ccccc21 (stereo not drawn),-11.4,i,-2.5,-7.0,1.6,8.3,5.7,1.4,-10.3
COc1ccc(C2C(C(C)=O)=C(C)Nc3ncnn32)cc1 (stereo not drawn),-7.0,i,-3.3,-4.2,-0.6,11.9,-15.0,-0.6,-6.2
Cn1cc(CNC(=O)C2CCC(=O)N(Cc3ccccc3F)C2)cn1 (stereo not drawn),-3.4,i,-9.5,-7.1,2.1,3.8,-6.3,1.4,0.6
Cc1cc(C(=O)Nc2ccc(Nc3ccccc3)cc2)ccc1[N+](=O)[O-],-5.5,i,-2.0,32.5,0.8,13.4,-1.9,8.6,1.9
COc1cc(/C=C/C(=O)OCC(=O)NCCc2ccc(S(N)(=O)=O)cc2)ccc1OCC#N,-10.1,i,-3.1,-4.2,-1.7,-2.9,12.4,6.8,15.9
O=C(O)CCC(=O)N1CCN(c2ncccn2)CC1,0.3,i,-3.2,-1.0,-2.8,1.4,3.9,2.0,-5.4
O=C(CCNS(=O)(=O)/C=C/c1ccccc1)NCCc1c[nH]c2ccccc12,4.1,i,0.6,-3.1,0.6,1.9,-19.1,5.1,6.1
CCOC(=O)N1CCN(C(=O)COc2ccc3ccccc3c2Br)CC1,-6.2,i,-1.8,9.3,-47.8,0.0,-6.2,2.0,4.5
CC(O)Cc1nsc(NC(=O)c2ccc(Br)o2)n1 (stereo not drawn),-9.0,i,-4.3,-5.1,0.3,6.6,6.8,2.9,-2.2
COCCNS(=O)(=O)c1cc(-c2nn(C)c(=O)c3ccccc23)ccc1C,-3.8,i,-2.3,-1.7,-2.1,-18.1,1.4,4.7,-12.3
COC(=O)c1cc(OC)c(OC)cc1NC(=O)C1CCC(=O)N1S(=O)(=O)c1ccc(C)cc1 (stereo not drawn),-10.4,i,-4.4,3.9,2.4,2.5,-2.1,1.9,-5.3
COc1ccc(Cl)cc1NC(=O)CN1CCCC1,-14.2,i,-5.1,-7.8,-1.0,-5.2,-2.0,4.6,-0.4
O=C(CSc1ccsc1[N+](=O)[O-])NCc1ccccc1,3.5,i,-3.3,7.8,-1.9,-6.4,20.8,0.6,2.6
CN(C(=S)Nc1ccc(SC(F)F)cc1)C(c1ccccc1)c1ccccc1,-3.1,i,-3.3,26.7,2.7,4.9,-82.6,1.2,-4.4
SMILES,E coli Lon inh,Neddyl block,MsrA act,FAS-TE inh,Rin1 Abl inh,CendR NRP1 mod,PABP1 MLLE inh,MT1-MMP act inh,SKN-1 inh
ClCC1NCC(c2ccccc2Cl)c2c1[nH]c1ccccc21 (stereo not drawn),-41.4,i,-2.7,3.5,2.6,-45.6,-54.9,36.8*,11.4
Cc1ccc(C(=O)/C=C/c2ccccc2)o1,11.2,i,-2.3,-3.8,-1.4,-5.1,6.3,1.3,8.8
CCOC(=O)c1ccc(N=C2S/C(=C\c3cc(C)n(-c4cccnc4)c3C)C(=O)N2C)cc1,-10.3,i,0.6,11.5,2.6,-14.9,-3.9,-12.2,-6.8
Cc1cc(C)n(Cc2cc(C(=O)O)c3ccccc3n2)n1,3.5,i,-0.7,-0.5,6.1,0.1,-8.8,-0.4,5.8
S=c1[nH]cnc2scc(-c3ccccc3)c12,9.0,i,0.3,2.3,-3.6,-2.1,25.2,0.5,7.7
COc1ccccc1OCC(=O)N1CCCC(Nc2ccc(F)c(F)c2)C1 (stereo not drawn),0.5,i,-3.3,-3.3,3.3,12.0,2.8,-4.1,-3.4
COc1ccc(C2Nc3ccccc3C(=O)N2Cc2ccccc2)cc1COc1ccccn1 (stereo not drawn),-8.2,·,-2.3,5.1,2.7,-5.0,-1.5,-11.7,1.2
CCOc1ccc(S(=O)(=O)Nc2cccc(C(=O)NCC(C)(C)N3CCOCC3)c2)cc1,-3.8,i,-6.6,-5.8,3.5,10.0,2.8,3.4,-3.2
O=C(COCc1nc2ccccc2c(=O)[nH]1)NC1CCCC1,-6.4,i,-9.5,-7.9,-0.1,4.7,-5.5,-1.2,-1.3
Cc1ccc(Nc2ncnc3c2cnn3C)cc1,1.6,i,-9.3,-11.4,0.0,2.5,1.3,-4.6,-0.5
O=C(CN1C(=O)CSc2ccc(S(=O)(=O)N3CCOCC3)cc21)NCc1ccc(Cl)cc1,-4.6,i,-3.2,7.4,6.0,14.4,-0.7,-0.5,0.8
